# Bioassay records as filed in PubChem BioAssay.
# FAK inh – FAK kinase inhibitors, primary screen, biochemical. Focal adhesion kinase 1 (Homo sapiens), Q05397. biochemical FAK kinase activity assay. inhibition, %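 (tested at 7 µM)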. actives 0.84% (n = 97,000); in the data active = inhibition above about 19%;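 also: 0% = DMSO and 100% = reference compound high control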
# ERa coact inh – ERα–SRC-1 coactivator interaction inhibitors, primary screen, biochemical, TR-FRET, ERα LBD, estradiol-bound; inhibition, % at 25.6 µM; Estrogen receptor (Homo sapiens), P03372; actives 1.7% (n = 86,000); AID 629, 2007; TR-FRET ER-alpha LBD / SRC-1 peptide; in the data active = inhibition above about 50%;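 also: 0% = receptor plus peptide control and 100% = peptide only without receptor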
# Target sequence (P03372 whole entry, looked up, the tested form may be a part): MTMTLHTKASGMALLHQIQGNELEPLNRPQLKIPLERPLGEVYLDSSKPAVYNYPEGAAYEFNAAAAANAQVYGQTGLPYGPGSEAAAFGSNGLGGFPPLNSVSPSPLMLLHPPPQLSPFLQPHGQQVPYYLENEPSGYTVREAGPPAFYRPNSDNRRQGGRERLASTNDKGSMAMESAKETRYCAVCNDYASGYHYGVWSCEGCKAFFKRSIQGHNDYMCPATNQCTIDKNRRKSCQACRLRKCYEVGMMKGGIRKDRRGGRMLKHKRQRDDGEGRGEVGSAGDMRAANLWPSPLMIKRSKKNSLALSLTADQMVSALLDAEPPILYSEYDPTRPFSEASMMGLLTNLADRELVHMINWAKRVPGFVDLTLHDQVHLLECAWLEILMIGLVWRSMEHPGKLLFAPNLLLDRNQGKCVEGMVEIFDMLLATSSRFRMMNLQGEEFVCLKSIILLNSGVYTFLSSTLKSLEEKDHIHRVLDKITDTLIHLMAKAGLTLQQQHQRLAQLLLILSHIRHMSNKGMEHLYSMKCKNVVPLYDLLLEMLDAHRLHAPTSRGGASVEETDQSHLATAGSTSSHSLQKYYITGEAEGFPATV
# ERb coact inh – inhibitors of ERβ-SRC1 coactivator interaction, primary screen, biochemical, TR-FRET, ERβ LBD, SRC-1 peptide; Estrogen receptor beta (Homo sapiens), Q92731; TR-FRET ER-beta LBD / SRC1-Cy5 peptide binding; receptor agonist-loaded with 1 µM estradiol; inhibition, % at 25.6 µM; actives 1.3% (n = 86,000); AID 633, 2007;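 active = compounds whose percent inhibition of the receptor-coactivator binding signal exceeds about 50% in the single-dose screen, limit read from the data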;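 also: 0% = receptor plus peptide wells without compound and 100% = peptide-only wells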
# HIV Rev-RRE inh – HIV-1 Rev-RRE binding inhibitors, primary screen, biochemical, FRET, protein-RNA interaction; P05866; Rev peptide-RRE RNA binding; inhibition, % at 8 µM; actives 0.79% (n = 97,000);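 active = inhibition above the screen-wide mean plus 3 SD, cut at about 35% in these data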;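 also: 0% = median DMSO wells and 100% = median Neomycin B control wells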
# Target sequence (P05866 whole entry, looked up): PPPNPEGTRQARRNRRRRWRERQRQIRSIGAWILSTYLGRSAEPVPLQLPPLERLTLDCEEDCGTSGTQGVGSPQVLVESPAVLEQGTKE
#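 Probe or stimulus: fluorescein-Rev peptide as binding partner; assay system: Cy5-tagged RRE RNA duplex with fluorescein-tagged Rev peptide; timing: 5 min compound–RNA preincubation, then 15 min with peptide, 25 °C; medium: HEPES pH 7.5 buffer with KCl, MgCl2, NaCl and EDTA; signal: fluorescein-to-Cy5 FRET, 480 nm excitation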
# PLK1 PBD inh – Plk1 polo box domain binding inhibitors, primary screen, biochemical, fluorescence polarization; Serine/threonine-protein kinase PLK1 (Homo sapiens), P53350; Plk1 PBD phosphopeptide binding; inhibition, %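 (tested at about 20 µM)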; actives 0.13% (n = 97,000); in the data active = inhibition above about 34%, passing the limit was not always enough
# Mac1 fbg enh – enhancers of CD11b/CD18 adhesion to fibrinogen, primary screen, K562 cells, luminescence; ATPlite luminescence; actives 0.07% (n = 93,000); Integrin beta-2 (Homo sapiens) + Integrin alpha-M (Homo sapiens), P05107+P11215; activation, % at 10 µM; AID 1499, 2009;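 active = 10 µM primary screen giving 50% or more activity, confirmed by 40% or more on retest at that dose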; also: strong numbers were not always called active; reference of the scale not given here
# PLK1 kinase inh – human PLK1 kinase inhibitors, primary screen, biochemical, TR-FRET. recombinant PLK1 kinase, TR-FRET peptide phosphorylation. actives 0.53% (n = 97,000). Serine/threonine-protein kinase PLK1 (Homo sapiens), P53350. inhibition, % at 10 µM. AID 619, 2007;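 active = inhibition of 50% or more in the single-concentration screen; inactive = inhibition below 50%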;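 also: 0% = DMSO max control and 100% = H-89 dihydrochloride min control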
# ERa coact pot – enhancers of ERα–SRC-1 coactivator binding, primary screen, biochemical, TR-FRET, ERα LBD, low estradiol; Estrogen receptor (Homo sapiens), P03372; TR-FRET ERalpha-LBD/SRC-Cy5 coactivator binding, 2 h; 100 = basal binding, no effect; coactivator binding (% of control), % at 25.6 µM; actives 1.3% (n = 86,000); in the data active = activity above about 200%;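 also: binding measured in presence of low estradiol as agonist stimulus; 0% = peptide alone without receptor and 100% = receptor with peptide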
# CD11b adhes inh – inhibitors of CD11b/CD18 adhesion to fibrinogen, primary screen, K562 cells, luminescence | ATPlite luminescence; Mn2+ added to activate the integrin | actives 0.54% (n = 93,000) | Integrin beta-2 (Homo sapiens) + Integrin alpha-M (Homo sapiens), P05107+P11215 | inhibition, % at 10 µM;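 active = primary inhibition of 50% or more at 10 µM, then 40% or more on retest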; also: some results filed as inactive read as strong as hits
# Numbers without * were called inactive; · = no result given; [ ] = dose if it differs, or a comment. Outcome played no part in choosing rows (roughly 4.7% active in at least one column).
SMILES,FAK inh,ERa coact inh,ERb coact inh,HIV Rev-RRE inh,PLK1 PBD inh,Mac1 fbg enh,PLK1 kinase inh,ERa coact pot,CD11b adhes inh
O=Cc1ccc(-c2ccccc2OC(F)(F)F)o1,0,-4,-3,2,-5,-3,2,98,-19
CCOC(=O)c1c(NC(=O)Cc2cccs2)sc(C(=O)NC2CCCCC2)c1C,4,·,·,9,20,·,-45,·,·
N#Cc1nc(COc2ccc(-c3ccccc3)cc2)oc1NCCCN1CCOCC1,0,-2,-3,4,-4,1,4,110,-4
COc1ccccc1CNC(=O)N[C@@H](Cc1ccccc1)C(=O)O,-2,-2,-2,7,19,-2,-8,105,-30
CCOC(=O)C(C)Sc1nnc(-c2c[nH]c3ccccc23)n1C (stereo not drawn),-1,14[fluorescence artefact?],-2,1,-12,-1,-6,102[fluorescence artefact?],-6
N#CC1=C(SCC(=O)NCc2ccccc2)NC(=O)CC1c1ccco1 (stereo not drawn),3,4,6,5,10,-3,-8,91,-7
CCN1C(=O)C2C(c3ccccc3F)NC(Cc3ccc(O)cc3)(C(=O)OC)C2C1=O (stereo not drawn),-3,-6,-5,3,0,-5,-7,126,9
CCCSc1nc(SCC(=O)NCc2ccccc2)c2c3c(sc2n1)COC(C)(C)C3,-35,2[fluorescence artefact?],10[fluorescence artefact?],9,-19,·,-22,294*[fluorescence artefact?],·
CCOC(=O)c1[nH]c(C)c(C(=O)Nc2ccc(Cl)cc2)c1C,-6,-4,-3,5,7,2,-5,106,-14
CCCn1cnc2cc(NCc3ccccn3)ccc21,·,-7,2[fluorescence artefact?],·,-6,-2,-15,93[fluorescence artefact?],1
COC(=O)C1=C(O)CSC1=Nc1ccccc1,2,1,-1,8,-7,-4,-11,95,-24
Cc1cc(F)ccc1NCc1cc2c(cc1[N+](=O)[O-])OCO2,6,·,·,7,-8,1,-12,·,-9
CNc1nc(Sc2ccccc2)cc(C(F)(F)F)n1,-1,·,·,10,-6,·,-10,·,·
CSc1nsc(SCC(=O)N2CCc3ccccc32)n1,1,-5,-9,7,-8,-4,-8,103[fluorescence artefact?],·
CC(=O)NCCn1c(SCc2ccc(C)cc2C)nc2ccccc2c1=O,0,1,-1,8,-1,1,3,103,-28
CC(C)Cc1cc(-c2ccco2)c(C#N)c(N)n1,3,6[fluorescence artefact?],5[fluorescence artefact?],7,0,1,1,111,-8
CCN(c1ccccc1)S(=O)(=O)c1ccc(C(=O)Nc2nnc(COC)o2)cc1,-7,13,-8[fluorescence artefact?],-3,-16,-2,-5,115,7
Cc1nc(SCC(=O)c2cc3ccccc3oc2=O)c(C#N)c(C)c1C(=O)Nc1ccccc1,-3,·,·,6,-32,·,-6,·,·
Cc1ccc(C(=O)N2CCCC2)c(F)c1F,-2,4[fluorescence artefact?],2[fluorescence artefact?],2,8,1,22,115,-2
Cc1ccc(NC(=O)c2ccc3ccccc3n2)nc1,10,0,-11,10,19,-2,-4,94,-2
CCCCCCOc1ccc(OC(=O)c2ccncc2)cc1,1,-3,-8,9,-18,·,-8,93,·
CCc1c(C)nc2ncnn2c1Nc1ccc(C)c(C)c1,2,-2,2,-2,-27,·,-15,99,·
CCNC(=S)NS(=O)(=O)c1ccc(Cl)cc1,0,·,·,4,-13,-2,-10,·,-38
CCOC(=O)c1c(-c2ccccc2)nnn1-c1nc(OCC)nc(N2CCCCC2)n1,·,8,10[fluorescence artefact?],·,·,2,·,77[fluorescence artefact?],-26
OC1(c2ccccc2F)CCN(Cc2nnc(-c3ccccc3)o2)CC1,-1,6[fluorescence artefact?],1[fluorescence artefact?],4,18,3,-8,121,-20
C[C@H](NC(=O)Nc1ccccc1F)C(=O)O,-2,3,-4,6,19,0,-14,95,-16
CCc1nnc(SCCSc2nnc(CC)n2N)n1N,-4,4,-3,-1,-7,·,-8,98[fluorescence artefact?],·
N#Cc1c(N)nc2c3c(sc(=N)c2c1N)NC(=O)CC3c1c(F)cccc1Cl (stereo not drawn),-27,·,·,24,5,1,-45,·,5
Cc1nn(-c2ccccc2)c(N2CCCC2)c1/C=N/O,2,-2,-1,2,1,0,4,110,3
CCSc1ccccc1C(=O)N1CCN(Cc2ccc3c(c2)OCO3)CC1,-1,-5,-2,2,-3,1,-7,99,20
CCOC(=O)c1c(CN2CCCCC2)n(C)c2cc(Br)c(OC)cc12,3,24[fluorescence artefact?],-3,18,1,·,-6,89,·
COCCn1nnnc1SCC(=O)N1CCCCC1,0,1,-1,12,-6,·,-11,92,·
CCOC(=O)CSc1ncc(OC)c(Sc2ccc(OC)cc2)n1,-2,·,·,6,-5,·,0,·,·
CCOC(=O)C(NC(=O)Nc1ncccn1)(Oc1ccccc1)C(F)(F)F (stereo not drawn),-3,6[fluorescence artefact?],7[fluorescence artefact?],0,-38,-6,-11,106,0
COc1ccc(C(=O)/C=C/Nc2cccc(C)n2)cc1OC,2,-18,-14,9,-9,-2,-8,98[fluorescence artefact?],1
CCOC(=O)Cn1c(CN2CCN(C(c3ccccc3)c3ccccc3)CC2)nc2c1c(=O)n(C)c(=O)n2C,1,·,·,0,2,10,-12,·,-16
CCCn1nnc(NC(=O)Cc2ccccc2)n1,1,-7,-20[fluorescence artefact?],2,5,2,-7,110,6
CCn1c(CCNC(=O)c2ccc(F)cc2)nc2ccccc21,-1,-5[fluorescence artefact?],-10,2,-3,-3,-5,112,28
Cc1ccc[n+](C(C)C(=O)Nc2ccc(C)c([N+](=O)[O-])c2)c1 (stereo not drawn),-2,·,·,0,-17,-5,-4,·,-7
CCOC(=O)N1CCN(C(=O)CN(Cc2ccc(Cl)cc2)S(=O)(=O)c2ccc(C)cc2)CC1,1,-14,-13,5,-35,3,-11,95,-15
COc1ccc(Cn2c(=O)[nH]c3cc(C(=O)NCCCN4CCCCC4)ccc3c2=O)cc1,2,-7,-3,7,-20,-5,-9,111,9
CC(C)(C)c1csc(NC(=O)c2cccs2)n1,0,-2,-7,10,-8,0,0,115,30
Fc1ccccc1N1CCN(c2ncnc3[nH]ncc23)CC1,·,-13,-16,·,·,7,·,90,-5
O=C(c1ccc(F)cc1)N1C2CCC1CC(O)(c1ccc(F)cc1)C2 (stereo not drawn),2,-8,-16,5,-1,·,-8,111,·
Cc1cc(=O)[nH]c(SCC(=O)N2CCC(C(N)=O)CC2)n1,4,-6,-4,1,-9,-3,-9,117[fluorescence artefact?],3
CCCC(=O)Nc1cc(-c2nn(C)c(=O)c3ccccc23)ccc1N1CCCCC1,5,-20,-18,7,-21,·,-10,99,·
COc1ccc(S(=O)(=O)N2CCN(Cc3cccc(Cl)c3)CC2)cc1,-8,·,·,5,0,6,-5,·,13
COC(=O)C1=CN(C2CC2)C=C(C(=O)OC)C1c1ccc(C(=O)OC)cc1,·,-5,-3[fluorescence artefact?],·,·,2,·,105,-12
CCOC(=O)C1CCCN(C(=O)c2ccc(OCC)cc2)C1 (stereo not drawn),·,-2,-4,·,·,2,·,114[fluorescence artefact?],-16
N#Cc1c(-c2ccco2)nc(NCC2CCCO2)[nH]c1=O (stereo not drawn),2,-20,-20,8,-15,0,11,112,-33
COc1ccc(CCCc2nnc(SCC(=O)N/N=C\c3ccc(O)c(OC)c3)o2)cc1C,0,·,·,2,-3,·,-8,·,·
COc1ccc2nc(NC(=O)C3CCCN(S(=O)(=O)c4c(C)noc4C)C3)sc2c1 (stereo not drawn),·,-1,83*[fluorescence artefact?],·,·,3,·,129,20
CC(C)n1nc(C(=O)Nc2nnc(SCc3c(Cl)cccc3Cl)s2)c2ccccc2c1=O,-3,13[fluorescence artefact?],7[fluorescence artefact?],6,-4,-1,-32,199,7
CCOC(=O)C1CCN(C(=O)c2sc3ncnc(N4CCC(C)CC4)c3c2C)CC1,-9,-3,-11,3,14,·,1,105,·
COc1cc2c(cc1OC)CN(C(=O)c1cc(S(=O)(=O)N3CCOCC3)ccc1Cl)CC2,0,-5,-1,4,13,2,1,124,12
Cc1nc(N2CCC(C(N)=O)CC2)c2nnn(Cc3ccccc3)c2n1,·,3,5,·,·,-4,·,95,-3
COc1ccc(N2CCN(C(=O)Cn3nnc(-c4ccc(OC)c(OC)c4)n3)CC2)cc1,-1,11[fluorescence artefact?],-2[fluorescence artefact?],4,-19,-4,-2,124,16
Cn1c2ccccc2c2c(C(=O)N3CCN(c4ccccc4)CC3)cn(C3CCCC3)c(=O)c21,0,0[fluorescence artefact?],7[fluorescence artefact?],9,-26,12,-41,64[fluorescence artefact?],-15
CN(CCCNC(=O)C1CCCN(S(=O)(=O)c2cnc[nH]2)C1)c1ccccc1 (stereo not drawn),-3,-2,1,7,-12,2,-3,113,-11
Cc1nn(C)c(Cl)c1NC(=O)OCc1ccccc1,0,·,·,5,-23,3,-13,·,2

# Additional records follow:
SMILES,FAK inh,ERa coact inh,ERb coact inh,HIV Rev-RRE inh,PLK1 PBD inh,Mac1 fbg enh,PLK1 kinase inh,ERa coact pot,CD11b adhes inh
CCCCOC(=O)Cc1c(O)c2ccccc2[nH]c1=O,-1,11[fluorescence artefact?],2[fluorescence artefact?],2,17,-9,2,127,13
Cn1c(SCC(=O)c2cc3ccccc3o2)nnc1-c1ccccc1,0,8,15,6,15,0,22,95,-1
COc1cccc(C2C(C(=O)c3cc4cccc(OC)c4o3)=C(O)C(=O)N2c2cc(C)on2)c1OC (stereo not drawn),-16,4[fluorescence artefact?],5,-6,2,3,-5,93,12
O=C(Nc1ccc(F)c(F)c1)c1cnc(-c2ccccc2)nc1-c1ccccc1,3,·,·,10,-2,8,-13,·,-2
Cc1ccc(-c2nc3ncccn3c2NC(=O)C2CC2)cc1,8,0,-8,4,-2,·,-18,129,·
CCOC(=O)C(C)c1nc2ccccc2[nH]c1=O (stereo not drawn),1,-20,-11,2,-19,2,-16,102,14
COc1ccccc1CCNC(=O)C1CCCO1 (stereo not drawn),1,-2,27,0,10,-1,-7,111,-14
Cc1cccc(C(=O)NC2CCN(C(=O)N3CCOCC3)CC2)c1,-3,-9,-3,4,-10,·,-4,92,·
N#Cc1c(NCCN)nc(NCc2ccccc2)c2c1CCN(Cc1ccccc1)C2,10,79*,38,10,4,8,5,96[fluorescence artefact?],29
O=S(=O)(Nc1ncnc2sc3c(c12)CCC3)c1ccc(Cl)s1,1,45[fluorescence artefact?],41[fluorescence artefact?],10,-2,-10,-9,65,87*
CC(C)(C)NC(=O)NC(=O)COc1ccccc1C#N,-6,-2,4,3,14,-3,-9,110,-13

# Given as labelled records: two of the compounds above.
N#Cc1c(NCCN)nc(NCc2ccccc2)c2c1CCN(Cc1ccccc1)C2
  FAK inh: 10
  ERa coact inh: 79*
  ERb coact inh: 38
  HIV Rev-RRE inh: 10
  PLK1 PBD inh: 4
  Mac1 fbg enh: 8
  PLK1 kinase inh: 5
  ERa coact pot: 96[fluorescence artefact?]
  CD11b adhes inh: 29

O=S(=O)(Nc1ncnc2sc3c(c12)CCC3)c1ccc(Cl)s1
  FAK inh: 1
  ERa coact inh: 45[fluorescence artefact?]
  ERb coact inh: 41[fluorescence artefact?]
  HIV Rev-RRE inh: 10
  PLK1 PBD inh: -2
  Mac1 fbg enh: -10
  PLK1 kinase inh: -9
  ERa coact pot: 65
  CD11b adhes inh: 87*
